Assay outcomes: PubChem, National Center for Advancing Translational Sciences (NCATS)
Vif-A3F inh = Vif-A3F binding inhibition. actives 0.2% (n = 390,000). HeLa A3F-eYFP + Vif (tagged APOBEC3F with the HIV-1 protein that degrades it), YFP fluorescence increase. Potency, µM (series often up to 46.1 µM), inactives show at the highest dose activity, negative = active; further: potency means the concentration at half of the fitted maximal effect; % of control where 0% means no effect; nearly all actives have a fitted effect of over 65% in size
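Fluorescence increase (Ex 488/Em 500-530) after overnight compound treatment at 37 deg C flags inhibition of Vif-driven A3F-eYFP loss in stable HeLa A3F-eYFP/Vif cells seeded overnight beforehand.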
Vif-A3G inh = Vif-A3G binding inhibition; Q9HC16; HeLa A3G-eYFP + Vif (tagged APOBEC3G with the HIV-1 protein that degrades it), YFP fluorescence, overnight; Potency, µM (doses to about 46.1 µM), inactives show top-dose activity, negative = active, most hits filed as inhibitors; actives 0.076% (n = 410,000); AID 602310;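 further: potency means the concentration at half of the fitted maximal effect; on the % scale 0 is the no-effect control and ±100 the full control effect; nearly all actives have a fitted effect of over 60% in size; hits raise eYFP signal because A3G escapes Vif-driven loss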
Target sequence (Q9HC16 whole entry, looked up): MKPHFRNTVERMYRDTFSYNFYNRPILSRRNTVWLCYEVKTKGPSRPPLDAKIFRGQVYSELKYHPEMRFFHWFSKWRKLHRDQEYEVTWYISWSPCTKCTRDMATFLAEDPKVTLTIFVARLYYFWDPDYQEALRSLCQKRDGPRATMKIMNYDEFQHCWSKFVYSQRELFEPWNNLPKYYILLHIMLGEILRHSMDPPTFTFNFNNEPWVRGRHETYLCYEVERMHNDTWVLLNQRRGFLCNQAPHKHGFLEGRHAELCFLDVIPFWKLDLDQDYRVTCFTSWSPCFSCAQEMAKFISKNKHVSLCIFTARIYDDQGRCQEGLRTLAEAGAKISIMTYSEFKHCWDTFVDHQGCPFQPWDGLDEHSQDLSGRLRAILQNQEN
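HeLa cells stably expressing Vif and C-terminally eYFP-tagged A3G, seeded overnight at 37 deg C, then exposed to compound by pintool overnight at 37 deg C. Rise in yellow fluorescence (Ex 488/Em 500-530, Acumen) marks blocked Vif-driven A3G degradation.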
IDH1 R132H inh = inhibitors of human mutant IDH1 R132H. IDH1-R132H enzyme, NADPH consumption, diaphorase/resazurin fluorescence. Potency, µM (series often up to 76.6 µM), inactives show at the highest dose activity change, negative = inhibition, usual class: inhibitors. O75874. actives 0.093% (n = 390,000); further: potency means the concentration at half of the fitted maximal effect; on the % scale 0 is the no-effect control and ±100 the full control effect; nearly all actives have a fitted effect of over 65% in size
Target sequence (O75874 whole entry R132H, stated change not applied): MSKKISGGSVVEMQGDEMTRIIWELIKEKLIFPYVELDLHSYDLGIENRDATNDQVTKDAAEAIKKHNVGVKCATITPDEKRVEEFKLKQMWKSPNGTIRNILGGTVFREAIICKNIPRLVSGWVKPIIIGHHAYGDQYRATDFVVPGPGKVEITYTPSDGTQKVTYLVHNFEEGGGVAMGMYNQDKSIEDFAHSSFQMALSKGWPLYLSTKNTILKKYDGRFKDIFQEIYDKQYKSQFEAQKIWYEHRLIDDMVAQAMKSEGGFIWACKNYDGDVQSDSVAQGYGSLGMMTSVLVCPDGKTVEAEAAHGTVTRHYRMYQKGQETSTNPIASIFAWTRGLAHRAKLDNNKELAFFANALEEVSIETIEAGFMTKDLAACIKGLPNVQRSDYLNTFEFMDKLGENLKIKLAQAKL
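IDH1-R132H (0.5 ug/mL dispensed) in pH 7.5 Tris buffer was preincubated 30 min with compound, then given a substrate mix of 0.016 mM NADPH and 2 mM alpha-KG for 80 min at room temperature; remaining NADPH was read by diaphorase/resazurin fluorescence.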
USP1-UAF1 inh = blocks the human USP1/UAF1 deubiquitinase complex | O94782 | recombinant USP1/UAF1, Ub-Rhodamine cleavage fluorescence | AID 743255 | Potency, µM (top dose mostly 57.1 µM), inactives show top-dose activity change, negative = inhibition, actives largely listed as inhibitors | actives 0.23% (n = 390,000); further: potency means the concentration at half of the fitted maximal effect; on the % scale 0 is the no-effect control and ±100 the full control effect; nearly all actives have a fitted effect of over 60% in size; inactives centre near -12
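USP1/UAF1 complex (1 nM) preincubated 15 min at room temperature with compound, then Ub-Rho substrate (150 nM final) added. Kinetic fluorescence at 480/540 nm over 6 reads at 60 s intervals; 50 mM HEPES pH 7.8, 0.5 mM EDTA, 0.1 mg/ml BSA, 1 mM TCEP, 0.01% Tween-20.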
LDHA block = inhibitors of human lactate dehydrogenase A. P00338. purified LDHA, NADH/diaphorase-resazurin fluorescence; hits give low values. activity change, % (values are at about 110 or 230 µM). actives 0.15% (n = 480,000); in the data active means activity change below about -30%; inconclusive means mostly about -25% to -30%;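 further: plate controls were DMSO wells for no effect and wells without enzyme for full effect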
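Resorufin fluorescence (ex540/em590), read at 0 and 20 min after diaphorase/resazurin addition, reports the NADH left after a 5 min room-temperature reaction of 2 nM human LDH5 with 0.06 mM NADH and 0.2 mM pyruvate.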
TrxR1 substrate = is turned over as a substrate by rat TrxR1 | O89049 | purified TrxR1 substrate turnover, NADPH consumption readout | Potency, µM (highest dose often 114 µM), for the others: at the top dose activity change, negative = substrate turnover | actives 0.01% (n = 390,000) | AID 588456; further: potency means the concentration at half of the fitted maximal effect; on the % scale 0 is the no-effect control and ±100 the full control effect; nearly all actives have a fitted effect of over 50% in size
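Rat TrxR1, dispensed at 90 nM, was prereduced with 400 uM NADPH (final) for 5 min at ~22 deg C, then incubated with compound 15 min before 400 uM selenite. A first-read NADPH fluorescence drop versus no-compound background flagged substrates.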
RXFP1 agonist = agonists of human relaxin receptor RXFP1; actives 0.3% (n = 370,000); HEK293T-RXFP1 cAMP TR-FRET, 30 min; response scale: percent of porcine relaxin response, buffer zero; Potency, µM (top dose mostly 57.5 µM), inactives show top-dose activation, most hits filed as activators; further: potency means the concentration at half of the fitted maximal effect; on the % scale 0 is the no-effect control and ±100 the full control effect; nearly all actives have a fitted effect of over 60% in size; many of its hits are not listed in these tables
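cAMP rise read by TR-FRET after 30 min, 37C compound exposure (up to 58 uM) in RXFP1-transfected HEK293 cells with Ro 20174 present. EC50 from Hill-equation fits, with 29 nM porcine relaxin as 100% and buffer as basal.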
GRP78 ERSR act = inducers of ER stress response in human glioma cells. U87-MG GRP78 promoter luciferase reporter, 16 h. Potency, µM, without a hit: top-dose activation, most hits filed as activators. actives 0.02% (n = 420,000); further: potency means the concentration at half of the fitted maximal effect; series mostly up to about 76 µM; % of control where 0% means no effect; nearly all actives have a fitted effect of over 35% in size
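Stably transfected U87-MG human glioma cells carrying a GRP78-based luminescent sensor were seeded at 1000 cells/well, pin-dosed with compounds and incubated 16 h. Luciferase reagent was then added, and end-point luminescence was read after 10 min at room temperature.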
PI4K2A inh = blocks human PI4K2A kinase activity; activity change, negative = inhibition, % at 76.9 µM; AID 1346378; Q9BTU6; actives 0.13% (n = 420,000); purified PI4K2A, ADP-Glo luminescence, 1 h; hits give low values; in the data active means activity change below about -50%; inconclusive means mostly about -30% to -49%;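 further: -100% = wells without enzyme as full effect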
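In this quantitative HTS, ADP production by PI4K2A was quantified luminescently after 1 h at ambient temperature; 100 microM adenosine served as plate-quality control.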
Active calls of the source: *; ? = inconclusive; . = not tested or not shown; [ ] = remark or other dose. Unless noted, the call rests on the fitted dose curve; in most records, active means well fitted curve in the direction sought with a large enough effect; inconclusive means small, poorly fitted or top-dose-only effect, or another doubt; inactive means no such curve, though single readings can be large; an effect the other way counts as inactive or inconclusive. An excerpt (hit frequency here may not be typical).

SMILES	Vif-A3F inh	Vif-A3G inh	IDH1 R132H inh	USP1-UAF1 inh	LDHA block	TrxR1 substrate	RXFP1 agonist	GRP78 ERSR act	PI4K2A inh
COc1ccccc1N1CCN(C(=O)CCNC(=O)Cn2ccc3ccccc3c2=O)CC1	11%	0%	-3%	-4%	-5	-9%	4.6%	0%	2
CN1c2ccccc2C(C)(C)C12CC(c1ccc(S(=O)(=O)N3CCCCC3)cc1)=NO2 (configuration not stated)	3%	0%	-2%	-16%	1	1%	-0.5%	-4%	0
CCOc1ccc(NC(=O)CSc2oc(-c3ccccc3)nc2S(=O)(=O)c2ccc(Cl)cc2)cc1	-14%	-8%	-15%	-18%	-8	8%	3.5%	-3%	-1
COc1ccccc1C1C(C#N)=C(N)Oc2cc(C)n(Cc3ccccn3)c(=O)c21 (configuration not stated)	-6%	-6%	1%	-15%	2	-1%	6.0%	2%	0
Cc1cc2c(SCC(=O)N3CCN(c4ccccc4)CC3)ncnc2s1	3%	-1%	6%	-7%	-2	-4%	5.6%	0%	6
O=C(O)c1nccnc1C(=O)Nc1ccccc1-c1ccccc1	-1%	1%	1%	-25%	-2	-6%	-0.6%	-7%	3
CCc1ccc(NC(=O)Cn2nnc(C(=O)NCc3ccc(OC)cc3)c2N)cc1	-14%	5%	-8%	-11%	-13	-13%	3.0%	-6%	1
CCCC(C(=O)O)N1C(=O)/C(=C/c2cccn2C)SC1=S (configuration not stated)	-26%	1%	3%	-26%	-1	-31%	0.7%	-1%	-3
O=C(COC(=O)CC1CC2CCC1C2)Nc1cccc(S(=O)(=O)NC2=NCCCCC2)c1 (configuration not stated)	-10%	1%	1%	-15%	-1	-4%[57.1 µM]	0.8%	-1%	4
COCCNC(=O)c1ccccc1NC(=O)c1nsc2ccccc12	0%	-3%	0%	-8%	-5	6%[57.1 µM]	-3.5%	1%	3
CC1=C(C#N)C(c2cccnc2)C2=C(CC(C)(C)CC2=O)N1 (configuration not stated)	2%	-7%	9%	-7%	-2	358%[activator]	7.5%	-4%	4
O=C(COc1ccccc1)NCC(c1cccs1)N1CCOCC1 (configuration not stated)	-5%	1%	6%	-2%	-12	12%	-3.3%	-2%	2
CC(C)CCn1cnc2c(cnn2-c2ccc(F)cc2)c1=O	2%	0%	4%	-7%	-4	14%	-1.7%	5%	-13
COc1ccc(C(=O)Nc2ccc3nc(SCc4ccc(C)cc4)sc3c2)cc1	-9%	1%	-6%	?	-4	8%	3.1%	1%	-1
Cc1ccc(NC(=O)C(=O)NCC2CCCN2S(=O)(=O)c2cccs2)cc1C (configuration not stated)	5%	-8%	3%	-23%	-5	2%	0.2%	3%	0

Arranged by value in IDH1 R132H inh (smallest number first): 5 from the list above
SMILES | IDH1 R132H inh
COc1ccc(C(=O)Nc2ccc3nc(SCc4ccc(C)cc4)sc3c2)cc1 | -6%
COc1ccccc1N1CCN(C(=O)CCNC(=O)Cn2ccc3ccccc3c2=O)CC1 | -3%
COc1ccccc1C1C(C#N)=C(N)Oc2cc(C)n(Cc3ccccn3)c(=O)c21 (configuration not stated) | 1%
CC(C)CCn1cnc2c(cnn2-c2ccc(F)cc2)c1=O | 4%
Cc1cc2c(SCC(=O)N3CCN(c4ccccc4)CC3)ncnc2s1 | 6%

Part of the list above with just Vif-A3F inh, GRP78 ERSR act and RXFP1 agonist:
structure	Vif-A3F inh	GRP78 ERSR act	RXFP1 agonist
CC(C)CCn1cnc2c(cnn2-c2ccc(F)cc2)c1=O	2%	5%	-1.7%
O=C(O)c1nccnc1C(=O)Nc1ccccc1-c1ccccc1	-1%	-7%	-0.6%
CN1c2ccccc2C(C)(C)C12CC(c1ccc(S(=O)(=O)N3CCCCC3)cc1)=NO2 (configuration not stated)	3%	-4%	-0.5%

Further entries:
SMILES	Vif-A3F inh	Vif-A3G inh	IDH1 R132H inh	USP1-UAF1 inh	LDHA block	TrxR1 substrate	RXFP1 agonist	GRP78 ERSR act	PI4K2A inh
O=C(CSc1nnc(-c2cccnc2)n1-c1ccc(SC(F)F)cc1)N1CCCc2ccccc21	-4%	2%	0%	4%	-5	1%	2.4%	9%	-5
Cc1cc(C)cc(NC(=O)CN(c2ccc(F)cc2)S(C)(=O)=O)c1	-1%	-3%	5%	-11%	-12	2%	-0.7%	-3%	0
COc1ccccc1N(Cc1ccccc1)S(=O)(=O)c1cccc(C(=O)Nc2ccc(C(C)=O)cc2)c1	-3%	-2%	14%	-2%	-7	1%[57.1 µM]	1.4%	5%	-1
COc1ccc(C2CC(=O)C(C=NCCO)=C(O)C2)cc1OC (configuration not stated)	7%	-5%	9%	-9%	4	-7%	-1.3%	-1%	-16
CN(c1nc2c(c(=O)n(C)c(=O)n2C)n1CC(=O)c1ccccc1)C1CCCCC1	-10%	-5%	4%	-20%	-2	8%[57.1 µM]	8.1%	9%	1
Cc1ccc(CSc2[nH]c(=O)ncc2C)cc1	-1%	0%	0%	-7%	-5	-5%	-1.1%	11%	1
CN(C)CCCn1c(-c2ccccc2)nc(=S)c2c1CCCC2	-2%	-6%	0%	-7%	-9	-10%	1.0%	-2%	-7
O=C(Nc1ccccc1C(=O)Nc1nncs1)c1ccccc1	1%	6%	0%	-21%	-8	15%	4.7%	-2%	5
Cc1ccccc1NS(=O)(=O)c1ccc2[nH]cc(C(=O)NCCc3ccccc3)c(=O)c2c1	-18%	-3%	-10%	-23%	-6	7%[57.1 µM]	-0.1%	-3%	-5
O=c1[nH]nnc2c1ncn2C1OC(CO)C(O)C1O (configuration not stated)	.	4%	.	.	1	.	.	-3%	-6
Cc1cc(C)cc(NC(=S)/C(=C(\[O-])c2ccc(Cl)cc2Cl)[n+]2ccc(C(C)(C)C)cc2)c1	16%	-1%	-4%	-5%	-7	-13%	0.0%	3%	-1
COc1cc(F)ccc1S(=O)(=O)N1CCN(c2ccccc2)CC1	8%	1%	1%	0%	-4	-5%	1.1%	-1%	-5
CC1=CC(C)C2C(=O)N(O)C(=O)C2C1 (configuration not stated)	-3%	2%	6%	-20%	-3	3%	1.1%	-1%	2
CCN(CC(=O)NC(=O)NC1CCCCC1)Cc1ccccc1	-12%	-4%	-1%	-7%	-9	-1%	-0.1%	-4%	5
Clc1ccc2nc(C3CCCCC3)c(CC3CCCCC3)n2c1	.	-1%	.	.	1	.	.	-4%	-1
CC(NC(=O)Cn1cc(C(=O)C2CC2)c2ccccc21)c1ccccc1 (configuration not stated)	4%	-4%	3%	-21%	-6	-11%	-0.6%	-6%	-3
O=C(N1CCN(c2ccccc2F)CC1)C1(c2cccs2)CCOCC1	-16%	-4%	0%	-12%	-3	17%[57.1 µM]	0.9%	-3%	0
COc1ccccc1CNC(=O)COC(=O)c1cc(C)nc2ccccc12	-9%	-2%	1%	-8%	-4	-7%	.	-3%	2
CCN(C[C@H]1N[C@@](CC)(C(=O)OC)[C@H]2C(=O)N(Cc3ccccc3)C(=O)[C@@H]12)S(=O)(=O)c1ccc(-c2ccccc2)cc1	-1%	0%	-7%	-2%	-5	-4%	.	0%	2
O=C(O)c1ccccc1NS(=O)(=O)c1cccc(NS(=O)(=O)c2cc(Br)ccc2Br)c1	2%	1%	?	?	-6	-5%[57.1 µM]	.	-1%	-2
O=S(=O)(NCCc1c[nH]c2ccccc12)c1ccccc1	-20%	2%	5%	-16%	-4	9%[57.1 µM]	2.0%	-6%	3
CCn1c(COc2ccccc2C)nnc1SCC(=O)NC1CCCC1	-2%	-1%	-5%	-2%	-16	3%	-1.9%	0%	-3
CCn1cc(/C=C(\NC(=O)c2ccccc2F)C(=O)NCCCn2ccnc2)c2ccccc21	-12%	-2%	-3%	-2%	2	-24%	1.7%	-1%	-3
CN(C)S(=O)(=O)c1cccc(NC(=S)NCCCn2ccnc2)c1	-3%	-5%	-11%	8%	-9	3%	8.3%	-1%	5
CC1CCCCC1NC(=S)NC(=O)c1ccccc1Cl (configuration not stated)	-22%	1%	1%	-2%	2	-4%	.	1%	1
COc1cccc2c(=O)cn[nH]c12	3%	0%	-1%	-24%	-2	44%[activator][57.1 µM]	4.3%	-3%	0
CC(=O)Nc1ccc(S(=O)(=O)Nc2ccc(S(=O)(=O)N3CCCC3)cc2)cc1	-9%	2%	-2%	4%	-5	0%	2.7%	-5%	-3
Cc1ccc(C)n1C(CC(=O)O)c1ccc(C#N)cc1 (configuration not stated)	19%	-4%	1%	-20%	-10	-2%[57.1 µM]	-0.5%	-3%	-5
CC1CCN(S(=O)(=O)c2ccc(NC(=O)CSc3ncccc3C(=O)O)cc2)CC1	-2%	-2%	-7%	-5%	-16	11%	0.1%	-4%	-1
